Screening results: PubChem, several laboratories
P. falciparum M1AAP: P. falciparum M1AAP inhibitors, biochemical, fluorogenic H-Leu-NHMec substrate, 1536-well (AID 1445); recombinant M1AAP, H-Leu-NHMec fluorogenic kinetic assay; higher % means a stronger effect; one-dose inhibition, % at 30 µM; IC50 in µM for titrated hits; hit rate 0.42% among 220,000;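 active = primary inhibition above the hit cutoff, then over 50% inhibition at one or more dose response concentrations, cut at about 23% in these data, passing the limit was not always enough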;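 also: plate controls were DMSO full reaction for no effect and no enzyme background for full effect; strong numbers were not always called active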
M17LAP inhibition: P. falciparum M17LAP inhibitors, primary screen, biochemical, fluorogenic H-Leu-NHMec substrate, 1536-well (AID 1619). recombinant M17LAP, H-Leu-NHMec fluorogenic kinetic assay; higher % means a stronger effect. inhibition, % at 30 µM, or IC50 in µM where a hit was titrated. hit rate 0.38% among 220,000;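 active = compound inhibiting the enzyme by more than half at any dose during confirmatory dose-response retesting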;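 also: plate controls were full reaction with DMSO carrier for no effect and no enzyme background for full effect; strong numbers were not always called active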
CSM14.1 death rescue: protection against thapsigargin-triggered cell killing – 384-well, CSM14.1, ATP luminescence, primary screen (AID 1222). CSM14.1 thapsigargin-induced death rescue, ATP luminescence; higher % means a stronger effect. cellular ATP content (survival), % at 20 µM, or EC50 in µM where a hit was titrated. 190,000 tested, under 10 active;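 active = EC50 below 50 µM in the dose-response confirmation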;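 also: death triggered by thapsigargin at about 15 µM added after 2 h compound pretreatment; cell ATP read after overnight thapsigargin exposure of roughly 18 to 22 hours; normalized against plate controls of thapsigargin alone and 5% DMSO vehicle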
b-catenin transl: modulators of beta-catenin nuclear translocation. HeLa beta-catenin nuclear translocation, immunofluorescence imaging. nuclear translocation activity, % at 5 µM. hit rate 0.3% among 190,000. AID 1665;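 active = nuclear translocation activity above 50% at 5 µM, with a well cell count of 50 or more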;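 also: per-cell ratio of nuclear to cytoplasmic median beta-catenin stain intensity; plate controls were DMSO negative control for no effect and GSK-3 inhibitor IX positive control for full effect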
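System: Human HeLa cells, endogenous beta-catenin | Compound dosing: 5 µM primary, 0.02–20 µM confirmation | Timing: 24 h compound exposure at 37°C, 5% CO2 | Measured by: Fluorescence imaging of beta-catenin antibody stain plus DAPI | Read-out basis: % activation of per-cell nuclear versus cytoplasmic median beta-catenin signal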
Autophagy HCS: autophagy modulation, high-content screen; calls only at 10 µM (by protocol); AID 463193; hit rate 0.98% among 190,000; MEF GFP-LC3 puncta imaging; test concentration mostly 10 µM;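 active = percentage of spot-positive cells more than 3 SD above its plate mean, without a fluorescence outlier flag or 80% toxicity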;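 also: spot-positive cell cutoff set from DMSO-treated cells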
Dynein transport: blocks dynein driven cargo transport along microtubules; z-score, hits read low; 3617.4 mouse cells, GR-EGFP nuclear translocation imaging; test concentration mostly 20 µM; stimulated with dexamethasone, 1 µM; stronger effect = lower value; hit rate 0.47% among 220,000; AID 1381;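 active = plate z-score of nuclear minus cytoplasmic receptor signal below a set negative limit, without overly bright fluorescence or cell loss, cut at about -3.5 in these data, passing the limit was not always enough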;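 also: z-score of nuclear minus cytoplasmic ring GR-EGFP intensity difference per well; some compounds called inactive have numbers as strong as hits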
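Schedule: 48 h induction, then 1 h compound, then 30 min agonist, 37 °C. Buffer or medium: tetracycline-free induction medium containing charcoal-stripped FBS. Reagent: 1.0 µM final dexamethasone stimulus. Evaluation: nuclear versus cytoplasmic GR-EGFP signal, averaged per well. Signal: high-content fluorescence imaging after fixation.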
MT stabilize HCS: microtubule stabilization, imaging screen. HeLa tubulin immunostaining HCS, 24 h; share of cells brighter than vehicle mean+2SD. % tubulin-high responders, % at 10 µM. hit rate 0.83% among 200,000. AID 2205;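 active = plate Z-score above 3 for both tubulin-high and condensed-nucleus cell shares, with cell loss under 80%, at 10 µM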;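 also: anti alpha tubulin signal scored within the nucleus-defined area of each cell; some results filed as inactive read as strong as hits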
UTI89 phage lysis: inhibition of K1F phage lysis, E. coli UTI89, bacterial capsule biogenesis inhibitors, alamar blue (AID 488966); inhibition, % at 100 µM; hits with a dose series show IC50 in µM; E. coli UTI89 K1F phage lysis, alamar blue, 2 h; higher % means a stronger effect; hit rate 0.02% among 340,000;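 active = phage lysis inhibition, versus mean bacterial control, above a set limit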;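 also: capsule biogenesis inhibitors block K1F phage lysis so surviving cells raise fluorescence; higher fluorescence means more inhibition of phage lysis; actives were called in the ten point dose series up to 300 µM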
Ins promoter up: MIN6 insulin promoter up-regulation. MIN6 insulin promoter-GFP reporter, high-content imaging; stronger effect = higher value. z-score at 5 µM. hit rate 0.3% among 190,000. AID 1625;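 active = z-score above 3 at 5 µM with at least 500 cells counted in the well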
Dynein transport cytoplasmic EGFP: also measured in Dynein transport; calls as there; z-score; measured here: cytoplasmic GR-EGFP intensity; stronger effect = higher value
Dynein transport nuclear GR-EGFP: further read-out of Dynein transport, marked with its call; z-score; measured here: nuclear GR-EGFP intensity;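 lower value marks the stronger effect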
Dynein transport cell count: further read-out of Dynein transport, marked with its call; z-score; measured here: cell count per field
Ins promoter up cell count: second read-out of Ins promoter up, no call of its own (marks repeat the call); cell count; measured here: cytotoxicity, nuclei count;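 total cells summed across four imaged fields per well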
b-catenin transl cell count 5 µM: second read-out of b-catenin transl, no call of its own (marks repeat the call); cell count; measured here: cell count, cytotoxicity flag
MT stabilize HCS Hoechst-high %: also measured in MT stabilize HCS; calls as there; % Hoechst-high responders; measured here: nuclear condensation Hoechst responders;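 share of cells brighter than vehicle mean plus two SD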
MT stabilize HCS cytotoxicity %: recorded beside MT stabilize HCS, whose call it bears; toxicity, %; measured here: cytotoxicity by cell density;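 0% = mean cell density of plate MIN control wells and 100% = no cells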
Autophagy HCS cell loss 18 h: second read-out of Autophagy HCS, no call of its own (marks repeat the call); toxicity, %; measured here: cell loss, nuclei count;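 cell loss after 18 h compound exposure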
An asterisk follows results filed as active; i = inactive; / = no result given; & = joins results of further samples; [ ] = another dose, or the depositor's remark. Compounds as they come; 2.9% or so of the library scored in one or more.

Each structure is followed by: Dynein transport	Dynein transport nuclear GR-EGFP	M17LAP inhibition	P. falciparum M1AAP	Ins promoter up	UTI89 phage lysis	Autophagy HCS cell loss 18 h	MT stabilize HCS Hoechst-high %	b-catenin transl	MT stabilize HCS	CSM14.1 death rescue	MT stabilize HCS cytotoxicity %	Autophagy HCS	Dynein transport cell count	Dynein transport cytoplasmic EGFP	Ins promoter up cell count	b-catenin transl cell count 5 µM
CCc1ccc(S(=O)(=O)ON2C(=O)c3ccccc3C2=O)cc1
    -3.22	-1.83	-2.1%	4.2%	-0.13	0.3%	-25.3	2.1	-2.1	5.6	-1.0%	7.2	i	0.602	0.576	1613	1046
COc1cc(OC)c(C(=O)NC2CCCCCC2)cc1OC
    2.82	2.33	-6.3%	5.8%	-0.4	-1.9%	20.2	2.2	/	5.4	/	5.0	i	-3.05	0.292	1241	/
COc1cc(-c2nn3c(C4CCCCC4)nnc3s2)cc(OC)c1OC
    -0.62	-0.0109	3.6%	13.4%	-1.94	4.1%	15.4	3.1	-0.7	5.1	0.4%	4.9	i	-0.0923	-0.186	1050	1177
CCCNC(=O)Nc1ccsc1C(=O)OC
    -0.126	0.132	-1.4%	1.2%	-0.63	2.9%	11.7	1.2	2.8	2.5	-0.6%	7.0	i	0.608	-0.295	1661	861
COc1cc2c(cc1OC)-c1nnc(C)n1C(C)(C)C2
    -0.599	0.162	11.2%	4.4%	-1.4	0.0%	3.6	2.1	-2.2	4.7	-3.4%	2.4	i	0.127	-0.096	1069	1230
Cc1ccc(NC(=S)N/N=C/c2ccc(Cl)c([N+](=O)[O-])c2)cc1
    -0.737	-0.438	-7.9%	5.5%	/	-1.0%	-5.4	2.2	-5.2	3.7	5.7%	6.3	i	0.865	-0.246	/	1295
CCOC(=O)N1CCC(N2Cc3cccc(C(=O)NCc4ccc5c(c4)OCO5)c3C2=O)CC1
    0.285	0.155	3.3%	2.9%	-0.67	-0.1%	/	/	-3.3	/	/	/	/	0.219	-0.179	1504	1164
COc1ccc(C2(CN(C(C)=O)C(C)=O)CCCC2)cc1OC
    1.59	0.768	1.4%	3.0%	0.11	0.1%	-0.4	1.2	/	2.2	-1.0%	1.1	i	-0.016	0.326	864	/
COc1ccc(C2=Nc3ccc(Br)cc3C(c3ccccc3)N2CC(=O)NN)cc1 (stereo unspecified)
    0.479	1.53	16.0%	18.2%	0.51	0.2%[50 µM]	11.0	2.4	-2.3	0.8	3.4%	6.4	i	-0.767	-0.24	2285	924
O=Cc1cn[nH]c1-c1ccccc1
    -0.438	0.0691	20.1%	3.4%	-0.41	0.1%	6.9	1.2	0.1	0.7	2.9%	5.3	i	0.893	-0.179	1670	984
Nc1ccc(N=Nc2ccc(N)cc2)cc1
    0.0291	0.226	17.6%	3.9%	1.57	-0.4%	5.5	2.9	-1.2	3.1	-1.9%	5.5	i	-0.359	-0.262	1280	1073
CNc1c([N+](=O)[O-])cnn1-c1ccccc1Cl
    0.943	0.986	11.7%	7.8%	-0.21	0.6%	-34.1	0.9	0.6	2.2	-3.2%	6.2	i	-0.111	-0.204	1569	1436
COc1ccc(NC(=O)c2cccnc2)c(OC)c1
    -0.0279	0.186	-9.4%	5.6%	0.05	-2.6%	6.1	2.1	-0.1	5.0	0.1%	0.7	i	-0.0247	-0.117	926	1137
COc1ccc([N+](=O)[O-])cc1NC(=O)Cc1noc2ccc(C)cc12
    2.76	1.51	-4.8%	4.6%	-0.3	-0.1%	-3.1	3.4	0.3	3.8	/	8.5	i	-1.66	-0.249	1285	1067
Cc1cc(C)cc(NC(=O)C2CCN(S(=O)(=O)c3c(C)n[nH]c3C)CC2)c1
    0.169	0.103	5.9%	12.5%	-0.03	0.3%	0.1	2.2	0.9	2.1	-0.8%	8.6	i	-0.00228	-0.305	1615	1256
CCCN1C2CCCC1CC(NC(=O)Nc1cccc(C(C)=O)c1)C2 (stereo unspecified)
    0.0433	0.342	9.7%	-3.5%	0.65	0.6%	1.7	2.1	0.6	1.3	-0.4%	3.4	i	-0.243	-0.245	1290	948
CC(C)OC(=O)CSc1nc2ccccc2s1
    0.927	0.743	-11.0%	-3.5%	0.68	0.7%	-0.5	1.2	1.9	2.2	-1.3%	7.9	i	-0.71	0.104	1174	934
CCOc1cc(N2CCOCC2)c(OCC)cc1NC(=O)c1ccc(OCc2c(C)noc2C)c(OC)c1
    -0.977	-0.383	-2.1%	-3.6%	-0.49	2.1%[50 µM]	8.4	3.3	0.2	1.8	0.7%	4.4	i	0.989	-0.18	1416	1069
COc1ccc(Cl)cc1N(CC(=O)NC1CC1)S(=O)(=O)c1ccc(C)c([N+](=O)[O-])c1
    0.179	0.397	9.6%	4.2%	-0.07	0.2%	-9.7	/	2.9	/	0.3%	/	i	-0.135	-0.302	1376	1024
COc1cc(NC(=S)Nc2cccc(C)n2)cc(OC)c1OC
    0.634	1.01	-3.2%	5.0%	-0.93	0.3%	14.5	3.9	0.1	3.7	1.0%	9.7	i	-1.05	-0.297	1419	984
Cc1cc(/C=N/O)c(C)n1-c1ccc(Br)cc1
    -0.000715	0.124	1.1%	11.5%	0.1	-0.1%	7.8	3.3	-5.5	4.0	-1.9%	4.6	i	-0.226	-0.195	1271	617
COCCn1c(C)cc(C2=NNC(=Nc3ccccc3F)SC2)c1C
    -0.296	0.0192	4.8%	7.1%	0.08	0.2%	2.1	1.1	/	1.1	-3.8%	7.8	i	-0.0243	-0.00108	826	/
Cc1cc(C(=O)N/N=C2\CC(=O)c3ccccc32)c(C)n1-c1ccccc1
    0.76	0.687	-1.5%	3.6%	0.16	0.3%	30.9	2.0	-8.0	4.2	-1.1%	10.2	i	-0.566	0.0882	1511	1110
CC(CC(=O)N1CCN(c2ccccc2F)CC1)c1ccccc1 (stereo unspecified)
    1.01	0.15	-2.5%	11.9%	0.79	-1.4%	2.4	3.7	-1.0	1.5	-6.2%	9.5	i	-0.492	-0.228	1244	868
CCOC(=O)C1(Cc2ccc(Cl)cc2)CCN(Cc2nccn2CC)CC1
    -0.639	-0.199	2.2%	-6.4%	-2.22	0.5%	13.6	1.7	0.8	2.1	1.7%	3.8	i	0.257	-0.195	1240	1122
NC(=O)CSc1nnc(CNc2ccc(F)cc2)n1CC1CCCO1 (stereo unspecified)
    -0.76	-0.305	-1.2%	3.6%	/	0.2%	-14.0	4.4	-0.1	3.8	-1.1%	8.2	i	0.699	-0.269	/	1079
CCCc1nn2c(N)c(/C=C3\C=Nc4ccccc43)c(=O)nc2s1
    -0.266&-0.328	0.514&-0.553	5.2%&2.8%	10.4%&10.3%	0&0.71	0.6%	-3.4	3.4	0.3&-1.6	1.3	13.0%	7.3	i	-0.0864&1.04	-0.255&-0.288	1123&1272	1391&1001
Cc1cccc(NC(=O)Cn2c(=O)n(C)c3ccccc32)c1
    0.00118	-0.152	5.7%	2.1%	/	0.2%	-6.8	3.2	0.8	3.2	-2.1%	5.5	i	1.37	-0.276	/	1047
Cc1cc(NCCc2ccccc2F)n2ncnc2n1
    0.218	-0.248	35.1%	10.7%	-1.13	-0.6%	-19.8	2.4	-0.5	5.0	-0.7%	0.6	i	0.803	-0.186	1266	1090
FCCCOc1ccc(-c2ccnc3ncnn23)cc1
    -0.133	0.0586	-160.8%	9.6%	-0.19	-0.5%	18.1	1.2	1.0	2.1	1.0%	2.1	i	-0.319	-0.227	1508	1577
COCC(=O)N(C)C1(c2nnnn2CCOC(=O)Nc2ccc(Cl)cc2)CCCCC1
    0.253	0.198	-8.1%	-6.1%	0.59	0.4%	12.1	1.7	0.3	5.1	-0.6%	14.4	i	0.149	-0.243	1424	1574
COC(=O)c1nc2nc(C)cc(C(F)(F)F)n2n1
    0.225	0.104	5.1%	0.7%	0.77	0.0%	-2.7	2.4	1.3	1.4	3.4%	10.3	i	-0.656	-0.171	1235	1161
CC1(C)Cc2c(C#N)c(SCC(=O)c3ccccc3)nc(N3CCOCC3)c2CO1
    -0.0154	0.337	4.2%	6.5%	-3.99	0.5%	0.8	4.0	-2.7	4.9	0.5%	9.5	i	-0.409	-0.258	885	1140
CCC1Oc2ccccc2N(CC(=O)Nc2ccccc2OC)C1=O (stereo unspecified)
    0.548	0.118	4.5%	-0.1%	0.02	0.6%	8.1	3.0	-13.2	4.9	-0.2%	6.8	i	0.115	-0.268	1254	984
COc1ccc(OC)c(NC(=O)c2ccc(-n3cccn3)nc2)c1
    0.485	0.0158	-8.8%	-2.7%	/	0.2%	1.0	1.5	/	1.3	-0.5%	5.7	i	-0.938	-0.137	/	/
CN(CCNC(=O)Cn1c(=O)sc2ccccc21)Cc1ccccc1
    -0.269	-0.0971	5.5%	2.8%	-0.87	1.1%	-3.6	3.2	1.1	2.8	-1.1%	6.7	i	0.785	-0.282	996	1218
C#CCN1C(=O)S/C(=C/c2cc(C)n(CC)c2C)C1=O
    -1.27	-0.662	-6.4%	9.3%	0.92	1.4%	14.2	2.7	2.2	4.3	-2.4%	5.6	i	-0.303	-0.13	1420	1057
COc1ccc(C(C)=O)cc1CSc1nnc(-c2ccccc2O)n1-c1ccccc1
    0.0832	-0.0136	-11.4%	-1.1%	0.52	3.7%	-13.1	2.3	-0.2	1.4	0.7%	7.0	i	-2.21	-0.126	1402	1317
